High-throughput results deposited in PubChem BioAssay by National Center for Advancing Translational Sciences (NCATS).
D2 antagonist: antagonizes the human D2 dopamine receptor. P14416. HEK293 TREx D2 cells, calcium flux, dopamine EC80. inhibition, % at 10 µM. 2% of 340,000 active; in the data active means inhibition above about 30%; further: 0% is about no effect
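In this primary screen, negative modulation is detected by tracking calcium flux after an EC80 dopamine challenge in inducible HEK293 T-REx D2 cells preexposed to test compound for 180 s.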
Pin1 inhibitor: inhibitors of human Pin1; Q13526; Potency, µM (series often up to 115 µM), inactives show at the top dose activity, negative = inhibition, most hits filed as inhibitors; Pin1 FP peptide displacement, HiFluor488, 10 min; 0.009% of 390,000 active; active means well fitted inhibition curve with a large enough effect in the polarisation, with a control signal flat, not every such curve was filed as active; inconclusive means small, poorly fitted or top-dose-only effect, or effect the other way, or a change in a side signal; inactive means no such curve, though single readings can be large or run the other way; the % refers to the polarisation; further: potency means the concentration at half of the fitted maximal effect; on the % scale 0 is the no-effect control and ±100 the full control effect
Target sequence (Q13526 whole entry, looked up): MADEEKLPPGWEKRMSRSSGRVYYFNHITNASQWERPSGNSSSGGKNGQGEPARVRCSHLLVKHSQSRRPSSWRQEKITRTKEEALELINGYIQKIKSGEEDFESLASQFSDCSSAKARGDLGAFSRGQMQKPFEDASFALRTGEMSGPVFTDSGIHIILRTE
rTrxR1 inhibitor: inhibitors of rat thioredoxin reductase 1; O89049; recombinant rTrxR1, NADPH fluorescence consumption, selenite substrate; Potency, µM (titrated, usually from 114 µM), for the others: at the highest dose activity change, negative = inhibition, most hits filed as inhibitors; 1% of 390,000 active; AID 588453; further: potency means the concentration at half of the fitted maximal effect; on the % scale 0 is the no-effect control and ±100 the full control effect; nearly all actives have a fitted effect of over 65% in size
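Rat TrxR1 (90 nM in the dispensed reagent) was pre-reduced with 400 uM NADPH for 5 min at room temperature, then incubated with compound for 15 min. After 400 uM selenite was added, NADPH fluorescence (Ex 340/Em 450 nm) was followed for 8 min.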
D2 ag: activates the human D2 dopamine receptor; activation, % at 2 µM; HEK293 T-REx D2 cells, calcium flux agonist mode; 0.53% of 340,000 active;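 active means activation over 3 SD above normal in the single-dose calcium agonist read, cut at about 30% in these data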; further: 0% is about no effect
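HEK293 Trex D2 cells, tetracycline-induced, o/n 30 C 5% CO2; no-wash Ca dye, RT 30–90 min; 10-cycle baseline, 23 nl cpd added, kinetic Ca read 180 s; agonist hits = positive Ca response.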
USP1 inh: inhibitors of human USP1/UAF1 deubiquitinase; O94782; recombinant USP1/UAF1, Ub-Rhodamine cleavage fluorescence; Potency, µM (top dose mostly 57.1 µM), inactives show top-dose activity change, negative = inhibition, actives largely listed as inhibitors; 0.23% of 390,000 active; AID 743255; further: potency means the concentration at half of the fitted maximal effect; on the % scale 0 is the no-effect control and ±100 the full control effect; nearly all actives have a fitted effect of over 60% in size; inactives centre near -12
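Step one: compound is pinned into 1nM USP1/UAF1 in HEPES pH 7.8 buffer with TCEP. Step two: 15 min room-temperature incubation. Step three: Ub-Rho (150nM final) starts cleavage, tracked by fluorescence over six one-minute reads.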
TRHR ag: TRH receptor (human) agonism; 0.18% of 360,000 active; P34981; TRHR cells, calcium flux fluo-8, FDSS agonist mode; AID 493084; activation, % at 2 µM; in the data active means activation above about 30%; further: 0% is about no effect
Target sequence (P34981 whole entry, looked up): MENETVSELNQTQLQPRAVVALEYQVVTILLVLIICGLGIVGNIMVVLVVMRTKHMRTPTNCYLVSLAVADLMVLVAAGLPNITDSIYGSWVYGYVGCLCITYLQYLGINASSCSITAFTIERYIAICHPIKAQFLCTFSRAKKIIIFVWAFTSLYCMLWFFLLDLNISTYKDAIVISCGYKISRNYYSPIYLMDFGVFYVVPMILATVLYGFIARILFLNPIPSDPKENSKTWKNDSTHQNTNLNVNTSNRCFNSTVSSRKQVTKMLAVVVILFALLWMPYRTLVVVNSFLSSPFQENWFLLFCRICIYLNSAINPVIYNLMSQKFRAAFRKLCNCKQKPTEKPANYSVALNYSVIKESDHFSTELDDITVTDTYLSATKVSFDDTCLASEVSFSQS
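Read-out: compound-evoked intracellular calcium rise in TRHR cells, fluo-8 dye, kinetic FDSS fluorescence at 1 s/cycle following a 10-cycle baseline. Cells cultured overnight before dye loading (30 min–1.5 h, RT).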
TrxR1 substrate: is turned over as a substrate by rat TrxR1 | AID 588456 | purified TrxR1 substrate turnover, NADPH consumption readout | 0.01% of 390,000 active | Potency, µM (series often up to 114 µM), for the others: at the top dose activity change, negative = substrate turnover; further: potency means the concentration at half of the fitted maximal effect; on the % scale 0 is the no-effect control and ±100 the full control effect; nearly all actives have a fitted effect of over 50% in size
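Rat TrxR1, dispensed at 90 nM, was prereduced with 400 uM NADPH (final) for 5 min at ~22 deg C, then incubated with compound 15 min before 400 uM selenite. A first-read NADPH fluorescence drop versus no-compound background flagged substrates.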
IDH1 R132H inh: human IDH1 R132H inhibition; Potency, µM (series often up to 76.6 µM), for inactives: at the highest dose activity change, negative = inhibition, hits mostly inhibitors; IDH1-R132H enzyme, NADPH consumption, diaphorase/resazurin fluorescence; O75874; 0.093% of 390,000 active; AID 602179; further: potency means the concentration at half of the fitted maximal effect; on the % scale 0 is the no-effect control and ±100 the full control effect; nearly all actives have a fitted effect of over 65% in size
Target sequence (O75874 whole entry R132H, stated change not applied): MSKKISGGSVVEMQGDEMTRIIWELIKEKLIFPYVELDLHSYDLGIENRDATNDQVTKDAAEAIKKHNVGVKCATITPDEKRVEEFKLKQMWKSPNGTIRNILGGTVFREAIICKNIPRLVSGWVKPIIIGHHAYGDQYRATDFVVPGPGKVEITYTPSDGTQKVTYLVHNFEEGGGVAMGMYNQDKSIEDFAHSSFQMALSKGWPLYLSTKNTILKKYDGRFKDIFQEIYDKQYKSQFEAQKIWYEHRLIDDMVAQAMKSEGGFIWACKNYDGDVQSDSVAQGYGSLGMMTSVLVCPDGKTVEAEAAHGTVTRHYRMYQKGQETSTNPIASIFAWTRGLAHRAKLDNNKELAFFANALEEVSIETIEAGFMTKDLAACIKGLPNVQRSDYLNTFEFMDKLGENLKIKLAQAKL
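IDH1-R132H (0.5 ug/mL) preincubated 30 min with compound, then NADPH (0.016 mM) and alpha-KG (2 mM) added; 80 min at RT, pH 7.5. Remaining NADPH coupled via diaphorase/resazurin to fluorescence (540/590 nm); concentration-response curves normalized to no-enzyme control.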
TRHR enhancer: allosterically enhances the human TRH receptor; P34981; TRHR cells, fluo-8 calcium fluorescence, EC20 TRH enhancement; enhancement, % at 2 µM; 0.66% of 360,000 active; AID 493056; in the data active means enhancement above about 30%; further: 0% is about no effect
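Enhancer read-out: after compound pinning and an initial kinetic agonist-mode read, an EC20 of TRH (10 nM final) was injected and fluo-8 calcium signal (Ex 480/Em 530) followed at 1 s/cycle for 100 cycles in TRHR-expressing cells.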
* marks the source's active call; other numbers are inactive results; ? = inconclusive; · = no result given; & = joins results of further samples; [ ] = remark or other dose. Unless noted, the call rests on the fitted dose curve; in most records, active means well fitted inhibition curve with a large enough effect; inconclusive means small, poorly fitted or top-dose-only effect; inactive means no such curve, though single readings can be large or run the other way. Not all compounds are listed; count on the stated rates, not on these rows.

SMILES	D2 antagonist	Pin1 inhibitor	rTrxR1 inhibitor	D2 ag	USP1 inh	TRHR ag	TrxR1 substrate	IDH1 R132H inh	TRHR enhancer
O=C(CC1NCCNC1=O)Nc1ccc(Cl)c(Cl)c1 (stereo unspecified)	11	3%	-13%	-4.8	-18%	0.0	-13%	-3%	-2
O=C(O)CCCCCNS(=O)(=O)c1c(Cl)cccc1Cl	-3	-1%	-10%	0.3	-3%	-0.3	-6%	-1%	4
Cc1ncsc1CCSc1n[nH]c(=O)n1-c1ccccc1	·	6%	6%[11.4 µM]	·	-10%	0.2	14%[57.1 µM]	0%	-5
CCOC(=O)c1nn(-c2ccccc2C)c2nc(-c3ccc(C)cc3)c(C#N)c(=O)n12	15	1%	24%	0.2	-7%	0.6	22%	2%	5
COC(=O)CC1(c2cccc3ccccc23)C(=O)c2ccccc2C1=O	·	-1%	6%[57.1 µM]	·	-9%	-0.4	3%[57.1 µM]	-1%	-5
COc1ccc(-c2csc3nc(-c4ccccc4F)oc(=O)c23)cc1	11	4%	9%[11.4 µM]	0.8	-8%	0.0	3%[11.4 µM]	-4%	-8
O=C(Nc1cccc(F)c1)C1CCCN(S(=O)(=O)c2cnc[nH]2)C1 (stereo unspecified)	-6	-9%	0%	0.6	-23%	0.2	-1%	-12%	-1
CC(C)(C)n1nnnc1C(c1cccs1)N1CCN(c2ccccc2)CC1 (stereo unspecified)	·	0%	19%[57.1 µM]	·	-16%	0.5	10%[57.1 µM]	-1%	1
CCCCN(C(=O)c1ccc(S(=O)(=O)N2CCOCC2)cc1)C1CCS(=O)(=O)C1 (stereo unspecified)	21	6%	16%	0.0	-12%	0.0	5%	1%	-5
C[C@@H](O)[C@@H]1NC(=O)c2cc([N+](=O)[O-])cc(I)c2NCC[C@@H](C(N)=O)NC(=O)CNC1=O	2	-1%	-8%	-0.3	-8%	0.7	-10%	5%	-2
Cc1cccc(NS(=O)(=O)c2cccs2)n1	-8	-5%	-2%	0.2	-4%	1.0	30%[activator]	-7%	1
O=C(Nc1ccc(NC(=O)C2CC2)cc1)c1ccco1	18	-10%	14%[57.1 µM]	-0.4	-17%	0.0	2%[57.1 µM]	4%	0
O=C(CCS(=O)(=O)c1ccccc1)Nc1nc2cc3c(cc2s1)OCO3	5	?	?	-0.6	-19%	0.3	3%	0%	-2
O=C(COc1ccccc1-c1ccccc1)NN=C1CCCC1	-17	11%	3%	-0.7	-19%	-2.2	0%	10%	0
Cc1cc(C)n(C(=O)c2ccc(C)o2)n1	12	2%	-4%	-0.2	1%	-0.1	-4%[57.1 µM]	-12%	-2
Cc1ccc(C)c(NC(=O)CSc2nnc(NC(=O)Nc3ccccc3)s2)c1	·	11%	20%[57.1 µM]	1.2	?	0.4	3%[57.1 µM]	-6%	0
O=C(Nc1cccc2cccnc12)c1cc(F)c(F)cc1Cl	1	3%	17%	1.2	-14%	0.4	6%	0%	16
Cc1ccccc1-c1n[nH]c(=S)n1C	-17	-7%	-1%[57.1 µM]	-0.6	-26%	0.7	13%	8%	-3
Cc1cc(NC(=O)COC(=O)Cn2[nH]c(=O)c3ccccc3c2=O)c([N+](=O)[O-])cc1C	·	-2%	3%[11.4 µM]	·	-19%	·	17%[57.1 µM]	0%	·
COCCCNC(=O)Cn1cnc2c(NCc3ccccc3)ncnc21	·	3%	15%	·	-2%	·	2%	19%	·

Twelve of the compounds above, in markdown.
| SMILES | D2 antagonist | Pin1 inhibitor | rTrxR1 inhibitor | D2 ag | USP1 inh | TRHR ag | TrxR1 substrate | IDH1 R132H inh | TRHR enhancer |
| --- | --- | --- | --- | --- | --- | --- | --- | --- | --- |
| CCCCN(C(=O)c1ccc(S(=O)(=O)N2CCOCC2)cc1)C1CCS(=O)(=O)C1 (stereo unspecified) | 21 | 6% | 16% | 0.0 | -12% | 0.0 | 5% | 1% | -5 |
| C[C@@H](O)[C@@H]1NC(=O)c2cc([N+](=O)[O-])cc(I)c2NCC[C@@H](C(N)=O)NC(=O)CNC1=O | 2 | -1% | -8% | -0.3 | -8% | 0.7 | -10% | 5% | -2 |
| Cc1cccc(NS(=O)(=O)c2cccs2)n1 | -8 | -5% | -2% | 0.2 | -4% | 1.0 | 30%[activator] | -7% | 1 |
| O=C(Nc1ccc(NC(=O)C2CC2)cc1)c1ccco1 | 18 | -10% | 14%[57.1 µM] | -0.4 | -17% | 0.0 | 2%[57.1 µM] | 4% | 0 |
| O=C(CCS(=O)(=O)c1ccccc1)Nc1nc2cc3c(cc2s1)OCO3 | 5 | ? | ? | -0.6 | -19% | 0.3 | 3% | 0% | -2 |
| O=C(COc1ccccc1-c1ccccc1)NN=C1CCCC1 | -17 | 11% | 3% | -0.7 | -19% | -2.2 | 0% | 10% | 0 |
| Cc1cc(C)n(C(=O)c2ccc(C)o2)n1 | 12 | 2% | -4% | -0.2 | 1% | -0.1 | -4%[57.1 µM] | -12% | -2 |
| Cc1ccc(C)c(NC(=O)CSc2nnc(NC(=O)Nc3ccccc3)s2)c1 | · | 11% | 20%[57.1 µM] | 1.2 | ? | 0.4 | 3%[57.1 µM] | -6% | 0 |
| O=C(Nc1cccc2cccnc12)c1cc(F)c(F)cc1Cl | 1 | 3% | 17% | 1.2 | -14% | 0.4 | 6% | 0% | 16 |
| Cc1ccccc1-c1n[nH]c(=S)n1C | -17 | -7% | -1%[57.1 µM] | -0.6 | -26% | 0.7 | 13% | 8% | -3 |
| Cc1cc(NC(=O)COC(=O)Cn2[nH]c(=O)c3ccccc3c2=O)c([N+](=O)[O-])cc1C | · | -2% | 3%[11.4 µM] | · | -19% | · | 17%[57.1 µM] | 0% | · |
| COCCCNC(=O)Cn1cnc2c(NCc3ccccc3)ncnc21 | · | 3% | 15% | · | -2% | · | 2% | 19% | · |

(listing goes on)
SMILES	D2 antagonist	Pin1 inhibitor	rTrxR1 inhibitor	D2 ag	USP1 inh	TRHR ag	TrxR1 substrate	IDH1 R132H inh	TRHR enhancer
COc1ccc2cc(C(=O)O)ccc2c1	-7	-13%	17%	-0.7	5%	-0.1	9%	10%	2
COc1cccc(C2Nc3ccc4ccccc4c3C3=C2C(=O)CCC3)c1O (stereo unspecified)	-1	?	24%[57.1 µM]	0.6	-16%	0.1	8%[57.1 µM]	2%	-1
Cc1ccccc1NC(=O)NC1CCS(=O)(=O)C1 (stereo unspecified)	-7	0%	24%[57.1 µM]	0.1	-18%	0.5	13%[57.1 µM]	-1%	-5
O=C(/C=C/c1ccccc1)CC(=O)c1ccccc1	·	9%	-9%[57.1 µM]	·	-3%	·	6%[57.1 µM]	24%	·
O=c1[nH]c2ccccc2cc1CN(c1ccccc1)S(=O)(=O)c1ccccc1	-9	-4%	-18%	-0.5	0%	0.2	-14%	2%	-1
O=C(CCS(=O)(=O)CCN1CCOCC1)NCNC(=O)CCS(=O)(=O)CCN1CCOCC1	5	-6%	4%[57.1 µM]	-0.2	-23%	-0.1	-1%[57.1 µM]	22%	2
CCN(CC)C(=O)Oc1ccccc1NC(C)=O	·	1%	11%	·	-18%	0.1	8%	-2%	-4
COc1ccc(C2(c3ccc(OC)cc3)NC(=O)N(CC(=O)Nc3ccc(N4CCOCC4)cc3)C2=O)cc1	4	-3%	10%	-0.2	-12%	-0.5	-3%	6%	2
CCn1c(=S)[nH]c2cc(S(=O)(=O)N3CCCCC3)ccc21	-12	2%	-8%[11.4 µM]	0.6	?	0.0	5%[11.4 µM]	0%	-1
O=C(Nc1ccccc1C(=O)Nc1ccccc1)c1ccco1	-13	0%	7%	0.5	-25%	0.0	2%	-7%	-2
Cc1cc(NS(=O)(=O)c2ccc(NC(=O)c3cc(-c4ccccc4Cl)nc4ccccc34)cc2)no1	-8	-9%	1%[57.1 µM]	-0.3	-26%	-0.4	7%[57.1 µM]	?	0
CC(/C=C\c1cccnc1)=C/C(=O)O	-8&-5	-19%&2%	7%[57.1 µM]	0.2&1.2	-4%&-20%	0.9&0.2	8%[57.1 µM]	-1%&7%	-3&-1
COc1ccc(NC(=O)COC(=O)C23CCC(=O)N2c2ccccc2S3)cc1 (stereo unspecified)	-9	6%	6%	0.2	-11%	0.5	-3%	2%	-5
CCN(CC(=O)Nc1c(F)cccc1F)C(=O)c1ccc(COc2ccccc2)cc1	0	-1%	10%	0.4	-23%	-0.6	-2%	5%	-4
COC(=O)c1cc(C(=O)OCC(=O)NC(=O)c2ccccc2)cc([N+](=O)[O-])c1	-1	-2%	-8%[57.1 µM]	0.1	-9%	0.1	-6%[57.1 µM]	2%	0
CCOc1ccccc1C(=O)Nc1ccc(S(=O)(=O)N2CCCCC2c2cccnc2)cc1 (stereo unspecified)	·	22%	17%[57.1 µM]	-1.4	?	0.1	1%[57.1 µM]	7%	-2
Cc1c(C)n(C)c2ccc(C(=O)NCCc3ccc(Cl)cc3)cc12	·	43%[activator]	19%[57.1 µM]	·	-2%	0.0	7%[57.1 µM]	0%	2
CCn1c(CC(=O)Nc2ccc(C)cc2)nnc1SCC(=O)N1CCN(c2ccccc2)CC1	14	1%	35%[57.1 µM]	0.5	-6%	0.1	16%[57.1 µM]	-2%	7
CC(=O)N/C(=C\c1ccc(Cl)cc1)C(=O)O	·	-8%	12%	·	-17%	0.2	-3%	-3%	-2
COc1ccc(N2CC(NC(=O)C3CCCCC3)CC2=O)cc1 (stereo unspecified)	·	-5%	24%[57.1 µM]	-4.9	15%	0.2	7%[57.1 µM]	-10%	8
Cc1ccc(C(=O)N2CCN(S(=O)(=O)c3ccccc3)CC2)cc1	-8	1%	24%[57.1 µM]	1.4	-4%	0.0	6%	9%	2
O=C(NNc1ccc(-c2csnn2)cc1)c1cc(Cl)cc(Cl)c1	5	-11%	14%[57.1 µM]	-0.1	3%	-0.1	4%[57.1 µM]	-1%	10
